hcGAS inh = blocks human cGAS activity. Q8N884. recombinant h-cGAS, ATP depletion, Kinase-Glo luminescence. inhibition, % at 12.5 µM. 290,000 compounds, 0.081% hits;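 also: 0% = vehicle reaction and 100% = reaction without DNA for no activity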
Target sequence (Q8N884 whole entry, looked up): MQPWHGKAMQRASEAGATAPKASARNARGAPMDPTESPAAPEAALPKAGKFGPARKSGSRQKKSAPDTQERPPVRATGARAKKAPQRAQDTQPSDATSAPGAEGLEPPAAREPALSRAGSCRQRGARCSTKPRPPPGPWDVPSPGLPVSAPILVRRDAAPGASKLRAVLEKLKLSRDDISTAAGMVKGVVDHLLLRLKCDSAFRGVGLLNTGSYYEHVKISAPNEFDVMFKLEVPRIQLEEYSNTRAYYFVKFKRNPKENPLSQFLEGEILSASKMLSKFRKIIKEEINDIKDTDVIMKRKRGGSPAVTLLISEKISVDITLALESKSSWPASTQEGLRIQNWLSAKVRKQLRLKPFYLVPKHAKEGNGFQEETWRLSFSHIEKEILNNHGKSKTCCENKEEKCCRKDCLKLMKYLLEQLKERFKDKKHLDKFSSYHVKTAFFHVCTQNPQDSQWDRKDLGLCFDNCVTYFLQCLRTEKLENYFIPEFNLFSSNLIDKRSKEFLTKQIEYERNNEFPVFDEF
NPYLR7 ag = activates Aedes aegypti NPYLR7 receptor. activation, % at 10 µM. HEK293T NPYLR7/Galpha15, GCaMP6s calcium fluorescence. 270,000 compounds, 0.15% hits. AID 1259423; in the data active = activation above about 40%;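 also: 0% = vehicle and 100% = reference agonist at the receptor; some compounds past the cut are filed as inactive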
mcGAS inh = inhibitors of mouse cGAS; 160,000 compounds, 0.15% hits; AID 1259399; recombinant cGAS, Kinase-Glo ATP depletion luminescence; inhibition, % at 12.5 µM;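 also: 0% = negative control wells and 100% = reference inhibitor with no enzyme activity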
The depositor's hits bear a star; · = no result given; & = joins results of further samples. Rule as the data show it, unless noted: active = inhibition above about 40%; inactive = the rest. The list is partial; count on the stated rates, not on these rows.

SMILES	hcGAS inh	NPYLR7 ag	mcGAS inh
COc1cc2ncnc(Nc3ccc(F)c(Cl)c3)c2cc1NC(=O)/C=C/CN1CCCCC1	-9	-4	-8
c1ccc(Cc2nc(-c3ccncc3)n[nH]2)cc1	-4	15	·
COc1cc2c(cc1-c1c(C)noc1C)ncc1[nH]c(=O)n([C@H](C)c3ccccn3)c12	-10	-6	-11
COc1ccc(CN(CCN(C)C)c2ccccn2)cc1	-6&-4&-8&-1	-2&-2&-2	-5&-1
COC(=O)c1cccnc1	3	-28	·
COc1c(O)cc2c(c1O)C1OC(CO)C(O)C(O)C1OC2=O (stereo not given)	-4	-1	-7
Nc1nc(Nc2ccc(S(N)(=O)=O)cc2)nn1C(=O)c1c(F)cccc1F	-7	-9	-10
Cc1nc(NC(=O)N2CCC[C@H]2C(N)=O)sc1-c1ccnc(C(C)(C)C(F)(F)F)c1	-5	2	-7
O=C(c1cc(Cc2n[nH]c(=O)c3ccccc23)ccc1F)N1CCN(C(=O)C2CC2)CC1	-4	-5	-11
O=C(Cn1ccnc1[N+](=O)[O-])NCCO	0&-2	-10&0	-3&-2
CC(C)CC(=O)Nc1n[nH]c2c1CN(C(=O)C1CCN(C)CC1)C2(C)C	2	-10	-4
O=C(O)C(O)C(O)C(O)C(O)C(=O)O (stereo not given)	4	-5	-3
CCCn1cc(C(=O)NCCC(C)C)c2nn(-c3ccccc3)c(=O)c-2c1	-2	3	-3
OCCn1cc(-c2ccc3c(c2)CC/C3=N/O)c(-c2ccncc2)n1	-7	-7	-8
CC(C)Cc1ccc(C(C)C(=O)O)cc1 (stereo not given)	-3&-7&-3	-2&-8&2	-4
CC1(C)OC(=O)C(OCC2CC2)=C1c1ccc(S(C)(=O)=O)cc1	3	-4	·
CC1(O)CC(c2nc(-c3ccc4ccc(-c5ccccc5)nc4c3)c3c(N)nccn23)C1 (stereo not given)	-2	-8	-5
C/C=C\C1=C(C(=O)O)N2C(=O)C(NC(=O)C(N)c3ccc(O)cc3)C2SC1 (stereo not given)	0	-4	·
COc1ccc(/C=N\NC(=O)c2ccncc2)cc1OC	-4	-20	·
CN(C)C/C=C(/c1ccc(Br)cc1)c1cccnc1	4	3	1
CC(=O)NCCCCCC(=O)O	-2	-12	·
COC(=O)C1=CO[C@@H](O[C@@H]2O[C@H](CO)[C@@H](O)[C@H](O)[C@H]2O)[C@@H]2[C@@H](C)[C@@H](O)C[C@H]12	-3	-6	·
CN1CCC(=C2c3ccccc3CCc3sccc32)CC1	-8&0&-2	3&-13	·
CC[C@H](CO)Nc1nc(Nc2cccc(-c3ccccn3)c2)c2ncn(C(C)C)c2n1	-3	-8	·
CN(C)CCCN1c2ccccc2Sc2ccccc21	-2&-6&-6&17	-4&-6&0	-5&0
C=CC(C)(O)CC/C=C(\C)CCC=C(C)C (stereo not given)	-3	-9	-3
N=C(N=C(N)N)N1CCOCC1	9&2	-4&-3	-1
CC(=O)O[C@]1(C(C)=O)CC[C@H]2[C@@H]3C=C(Cl)C4=CC(=O)[C@@H]5C[C@@H]5[C@]4(C)[C@H]3CC[C@@]21C	0	5	-2
N=C1/C(=C\c2ccccc2)C(=O)N=C2SC=NN12	26	-2	·
C=CCSCC=C	0	·	0
Cc1coc2c1C(=O)C(=O)c1c-2ccc2c1CCCC2(C)C	-8&-3	-3&3	-3
OC1(c2ccc(Cl)c(C(F)(F)F)c2)CCN(CCCC(c2ccc(F)cc2)c2ccc(F)cc2)CC1	-1	-1	·
CN1CCc2c(c3ccccc3n2Cc2ccc(C(=O)NO)cc2)C1	-11&-5	15&15	-12&-11
C[C@]12CC3CC(N)(C1)C[C@@](C)(C3)C2	-3	-7	·
CCC1C(=O)OCC1Cc1cncn1C (stereo not given)	-2&-3&-5&1&0&5	-7&-5&-7&1&2	-3&0
COc1cc2c(Oc3ccc4[nH]c(C)cc4c3F)ncnc2cc1OCCCN1CCCC1	-6	-7	-10
O=C1N(c2ccccc2)c2ccccc2C1(Cc1ccncc1)Cc1ccncc1	-1&-6	-3&1	-4
Nc1nc(CC(=O)Nc2ccc(CCNC[C@H](O)c3ccccc3)cc2)cs1	-9	-3	-9
CCc1noc2nc(C)nc(N3CCCC(C(=O)NCCN4CCCC4)C3)c12 (stereo not given)	-10	·	-6
COc1cccc(CCc2ccccc2OCC(CN(C)C)OC(=O)CCC(=O)O)c1 (stereo not given)	-3	-23	·
COc1ccccc1OCC(O)COC(N)=O (stereo not given)	-3&-6&-1	-8&-3&0	-5
CCN1C[C@H](C)n2c(c(O)c3c(=O)n(Cc4ccc(F)c(Cl)c4)nc(C(=O)NC)c32)C1=O	-5	-6	-4
CCCN1CCN(C2CCN(C(=O)C(CC)CC)CC2)C1=O	-15	·	-6
Cc1cc2c(s1)Nc1ccccc1N=C2N1CCN(C)CC1	-8&-6	-9&7	·
CC(C)n1cnc2c(NCCc3ccc(O)cc3)nc(-c3csc4ccccc34)nc21	-10	0	-9
CCc1cc2c(cc1CC)CC(NC[C@H](O)c1ccc(O)c3[nH]c(=O)ccc13)C2	-8	18	-11
Cn1ncnc1[C@H]1c2n[nH]c(=O)c3cc(F)cc(c23)N[C@@H]1c1ccc(F)cc1	-6	-3	-8
CC(C)(CO)[C@@H](O)C(=O)NCCC(=O)O	-6	-1	·
O=C1c2ccc(Nc3ccc(F)cc3F)cc2CCc2ccc(OC[C@H](O)CO)cc21	-10	-5	-10
COc1cc(OC)c2c(=O)[nH]c(-c3cc(C)c(OCCO)c(C)c3)nc2c1	1	-8	-3
O=S(=O)(O)c1ccc2nc(-c3ccccc3)[nH]c2c1	-12&-9	-21&-26	·
O=c1cc(-c2ccc(O)cc2)oc2cc(O)ccc12	4	-6	·
O=C(O)COC(=O)Cc1ccccc1Nc1c(Cl)cccc1Cl	-2	-3	-5
CC(=O)Nc1nc(C)c(-c2ccc(Cl)c(S(=O)(=O)NCCO)c2)s1	13	-18	3
COc1ccc(-c2cc(=O)c3c(O)cc(O[C@@H]4O[C@H](CO[C@H]5O[C@H](C)[C@@H](O)[C@H](O)[C@@H]5O)[C@@H](O)[C@H](O)[C@H]4O)cc3o2)cc1O	22	-4	·
CCOC(=O)C1(CCOc2ccccc2)CCN(Cc2ccc(O)c(Cl)c2)CC1	-3	-8	·
CCOc1ccn(-c2ccc(F)cc2)c(=O)c1C(=O)Nc1ccc(Oc2ccnc(N)c2Cl)c(F)c1	-8	-1	-9
COc1cc(N2CCC(N3CCN(C)CC3)CC2)ccc1Nc1ncc(Cl)c(Nc2ccccc2S(=O)(=O)C(C)C)n1	-7	-8	-10
Cc1nnc(NS(=O)(=O)c2ccc(N)cc2)s1	2&-5	-2&-4	-4
CCN(CC)CCOc1ccccc1C(=O)CCc1ccccc1	-5	-10	·
More structures follow:
SMILES	hcGAS inh	NPYLR7 ag	mcGAS inh
CC1=C(C(=O)O)N2C(=O)[C@@H](NC(=O)[C@H](N)c3ccc(O)cc3)[C@H]2SC1	-8	-3	·
C=CC1=C(C(=O)O)N2C(=O)[C@@H](NC(=O)C(=NO)c3csc(N)n3)[C@H]2SC1	-1	-3	·
CCC[C@H](N[C@@H](C)C(=O)N1[C@H](C(=O)O)C[C@@H]2CCCC[C@@H]21)C(=O)OCC	-1&-6&-3	-2&6	·
Nc1nccs1	-3	0	·
NC(=N/N=C\c1ccc(Cl)cc1)N/N=C\c1ccc(Cl)cc1	-6	-28	·
COc1cc(Nc2c(C#N)cnc3cc(OCCCN4CCN(C)CC4)c(OC)cc23)c(Cl)cc1Cl	-2	-5	-7
COc1nc(C)nc(Cl)c1NC1=NCCN1	-8&-3&-6	13&-10&5	-4
NC(=O)n1c(O)c(C(=O)c2cccs2)c2cc(Cl)ccc21	67*	-3	·
O=C1NCC2(CCN(CCc3ccccc3)CC2)O1	-2&-4&-7&-1	-2&-2&2	-6&-5
COc1cc2nc(N3CCN(C(=O)C4COc5ccccc5O4)CC3)nc(N)c2cc1OC (stereo not given)	-2&2&-6&4	-3&-7&2&-6	-7&-1
CCCOc1ccccc1-c1nc2n[nH]nc2c(=O)[nH]1	1&0&7	-10&-5&2	1
CC[C@]1(O)CC2CN(CCc3c([nH]c4ccccc34)[C@@](C(=O)OC)(c3cc4c(cc3OC)N(C)[C@H]3[C@@](O)(C(=O)OC)[C@H](OC(C)=O)[C@]5(CC)C=CCN6CC[C@]43[C@@H]65)C2)C1 (stereo not given in full)	0&-4	-16&-11	-5
CC(=O)NC1C(Oc2ccc(C)cc2)OC(CO)C(O)C1O (stereo not given)	0	4	·
NS(=O)(=O)c1cc2c(cc1C(F)(F)F)NC(Cc1ccccc1)NS2(=O)=O (stereo not given)	-6&-4&-8	16&-4&0	-4
NC(=O)NC(CCC(=O)O)C(=O)O (stereo not given)	-7	5	·
O=C(CCCl)NCCc1ccccc1	-5	-11	·
Cc1ccc(Cl)cc1N(CC(=O)Nc1c(F)cccc1F)S(C)(=O)=O	-4	0	-8
COc1ccc(C(O)=CC(=O)c2ccc(C(C)(C)C)cc2)cc1	-1	-23	·
C[C@H](CCC(=O)O)[C@H]1CC[C@H]2[C@@H]3[C@@H](O)C[C@@H]4C[C@H](O)CC[C@]4(C)[C@H]3CC[C@]12C	-3&0	-10&-4	-2
C[C@]12CC[C@H]3[C@@H](CCC4=CC(=O)CC[C@@]43C)[C@@H]1CC[C@@H]2C(=O)CO	-1	-2	-3

A different layout for part of the listing above.
compound,hcGAS inh,NPYLR7 ag,mcGAS inh
C=CC1=C(C(=O)O)N2C(=O)[C@@H](NC(=O)C(=NO)c3csc(N)n3)[C@H]2SC1,-1,-3,·
CCC[C@H](N[C@@H](C)C(=O)N1[C@H](C(=O)O)C[C@@H]2CCCC[C@@H]21)C(=O)OCC,-1&-6&-3,-2&6,·
Nc1nccs1,-3,0,·
NC(=N/N=C\c1ccc(Cl)cc1)N/N=C\c1ccc(Cl)cc1,-6,-28,·
COc1cc(Nc2c(C#N)cnc3cc(OCCCN4CCN(C)CC4)c(OC)cc23)c(Cl)cc1Cl,-2,-5,-7
COc1nc(C)nc(Cl)c1NC1=NCCN1,-8&-3&-6,13&-10&5,-4
NC(=O)n1c(O)c(C(=O)c2cccs2)c2cc(Cl)ccc21,67*,-3,·
O=C1NCC2(CCN(CCc3ccccc3)CC2)O1,-2&-4&-7&-1,-2&-2&2,-6&-5
COc1cc2nc(N3CCN(C(=O)C4COc5ccccc5O4)CC3)nc(N)c2cc1OC (stereo not given),-2&2&-6&4,-3&-7&2&-6,-7&-1
CCCOc1ccccc1-c1nc2n[nH]nc2c(=O)[nH]1,1&0&7,-10&-5&2,1
CC[C@]1(O)CC2CN(CCc3c([nH]c4ccccc34)[C@@](C(=O)OC)(c3cc4c(cc3OC)N(C)[C@H]3[C@@](O)(C(=O)OC)[C@H](OC(C)=O)[C@]5(CC)C=CCN6CC[C@]43[C@@H]65)C2)C1 (stereo not given in full),0&-4,-16&-11,-5
CC(=O)NC1C(Oc2ccc(C)cc2)OC(CO)C(O)C1O (stereo not given),0,4,·
NS(=O)(=O)c1cc2c(cc1C(F)(F)F)NC(Cc1ccccc1)NS2(=O)=O (stereo not given),-6&-4&-8,16&-4&0,-4
NC(=O)NC(CCC(=O)O)C(=O)O (stereo not given),-7,5,·
O=C(CCCl)NCCc1ccccc1,-5,-11,·
Cc1ccc(Cl)cc1N(CC(=O)Nc1c(F)cccc1F)S(C)(=O)=O,-4,0,-8
COc1ccc(C(O)=CC(=O)c2ccc(C(C)(C)C)cc2)cc1,-1,-23,·
C[C@H](CCC(=O)O)[C@H]1CC[C@H]2[C@@H]3[C@@H](O)C[C@@H]4C[C@H](O)CC[C@]4(C)[C@H]3CC[C@]12C,-3&0,-10&-4,-2
C[C@]12CC[C@H]3[C@@H](CCC4=CC(=O)CC[C@@]43C)[C@@H]1CC[C@@H]2C(=O)CO,-1,-2,-3

(continued)
SMILES	hcGAS inh	NPYLR7 ag	mcGAS inh
CC(Oc1c(Cl)cccc1Cl)C1=NCCN1 (stereo not given)	-3&-4	-4&-2	·
Nc1cc(-c2ccncc2)c[nH]c1=O	-9&-5	-3&4	-6&-5
CC(C)Cc1ccc([C@H](C)C(=O)O)cc1	-8&-6	0&-3	-6&-5
CCC(=O)O[C@]1(C(=O)SCF)[C@H](C)CC2C3CC(F)C4=CC(=O)C=C[C@]4(C)C3(F)[C@@H](O)C[C@@]21C (stereo not given in full)	-2	7	·
O=C(O)CN1C(=O)c2cccc3cccc(c23)C1=O	-5	-5	-6
O=C(O)[C@@H]1[C@H]2C[C@H]3c4[nH]c5ccccc5c4CCN3C[C@@H]2CC[C@@H]1O	-4	3	·
c1ccc2c(CC3=NCCN3)cccc2c1	-5&-4&-5&-8	1&-4&-1&-5	-4
N[C@@H]1CN(c2c(F)cc3c(=O)c(C(=O)O)cn([C@@H]4C[C@@H]4F)c3c2Cl)CC12CC2	-5	-4	-1
O=c1cc[nH]c(=O)[nH]1	6	-1	·
C[C@H]1COc2c(N3CCN(C)CC3)c(F)cc3c(=O)c(C(=O)O)cn1c23	0&-2	-14&-13	·
C/C=C/C=N\NC(=O)c1ccncc1	1	-20	·
CCCC(=O)O	-8	-8	-11
CCCOC(=O)c1ccccc1	-7	-24	·
Nc1ccc(C(=O)Nc2ccccc2N)cc1	3	-14	·
CC(C)(C)c1cnc(CSc2cnc(NC(=O)C3CCNCC3)s2)o1	-4	60*	-11
CCCCCCC/C=C\CCCCCCCCC(=O)O	-9	3	-4
CC(=O)N1N=C(c2ccccc2O)CC1c1ccco1 (stereo not given)	-5	-5	-5
Cc1onc(-c2ccccc2Cl)c1C(=O)N[C@@H]1C(=O)N2[C@@H]1SC(C)(C)[C@@H]2C(=O)O	-3&-3&-7	-8&11&1	-5
CCN(CC)CCCCNc1ncc2cc(-c3c(Cl)cccc3Cl)c(NC(=O)NC(C)(C)C)nc2n1	-5	-7	·
CC(=O)[C@H]1CC[C@H]2[C@@H]3C[C@H](C)C4=CC(=O)CC[C@]4(C)[C@H]3[C@@H](O)C[C@]12C	4&-5	-10&-1	-4
CCNC(=O)/C=C/c1cccc(Br)c1	-1	-14	·
O=C1NC(=S)SC1=C1OC(=O)c2ccccc21	-5	7	·

Screens (PubChem)
